TRHR ag – activates the human TRH receptor; AID 493084; activation, % at 2 µM; 360,000 tested, 0.18% active; P34981; TRHR cells, calcium flux fluo-8, FDSS agonist mode; in the data active = activation above about 30%; also: 0% is about no effect
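Read-out: compound-evoked intracellular calcium rise in TRHR cells, fluo-8 dye, kinetic FDSS fluorescence at 1 s/cycle following a 10-cycle baseline. Cells cultured overnight before dye loading (30 min–1.5 h, RT).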
D1 antag – blocks dopamine activation of the human D1 receptor. P21728. HEK293 TREx D1 cells, calcium flux, dopamine EC80; stronger effect = lower value. activity change, negative = inhibition, % at 10 µM. 360,000 tested, 3.2% active. AID 504652; in the data active = activity change below about -30%; also: % is scaled to controls: 0 for no effect and ±100 for the full control effect
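After overnight tetracycline induction at 30 C, force-coupled D1 HEK293 cells took up a no-wash calcium dye at room temperature. Compounds were added and monitored 180 s, and the response to EC80 dopamine was then recorded.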
Anesthetic bind – candidate novel general anesthetic via apoferritin binding; AID 485281; apoferritin/1-aminoanthracene competitive binding, fluorescence; 350,000 tested, 0.074% active; P02791; Potency, µM (series often up to 77.5 µM), for inactives: top-dose activity change, negative = displacement, hits mostly inhibitors; also: potency is read from the fitted curve at half-maximal effect; % is scaled to controls: 0 for no effect and ±100 for the full control effect; nearly all actives have a fitted effect of over 20% in size
Target sequence (P02791 2-175 limits assumed): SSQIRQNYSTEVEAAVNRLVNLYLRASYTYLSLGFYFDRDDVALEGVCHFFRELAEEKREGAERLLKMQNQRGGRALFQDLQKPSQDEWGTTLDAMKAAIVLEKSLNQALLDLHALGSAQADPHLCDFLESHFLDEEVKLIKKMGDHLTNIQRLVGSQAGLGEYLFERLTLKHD
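10 uM apoferritin + 50% sat. 1-AMA, PBS; cpd 10 min RT; Ex380/Em535 endpoint; normalized to free probe vs complex; 4-param Hill fit; propofol titration as pos. ctrl.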
D1 potentiator – human D1 dopamine receptor positive modulation; HEK293 TREx D1 cells, calcium flux, dopamine EC20 potentiation; P21728; potentiation, % at 10 µM; 360,000 tested, 0.036% active; in the data active = potentiation above about 30%; also: 0% is about no effect
RXFP1 ag – activates the human relaxin receptor RXFP1; Q9HBX9; HEK293T-RXFP1 cAMP TR-FRET, 30 min; response scale: percent of porcine relaxin response, buffer zero; Potency, µM (titrated, usually from 57.5 µM), inactives show at the highest dose activation, hits mostly activators; 370,000 tested, 0.3% active; also: potency is read from the fitted curve at half-maximal effect; % is scaled to controls: 0 for no effect and ±100 for the full control effect; nearly all actives have a fitted effect of over 60% in size; many of its hits are not listed in these tables
Target sequence (Q9HBX9 whole entry, looked up): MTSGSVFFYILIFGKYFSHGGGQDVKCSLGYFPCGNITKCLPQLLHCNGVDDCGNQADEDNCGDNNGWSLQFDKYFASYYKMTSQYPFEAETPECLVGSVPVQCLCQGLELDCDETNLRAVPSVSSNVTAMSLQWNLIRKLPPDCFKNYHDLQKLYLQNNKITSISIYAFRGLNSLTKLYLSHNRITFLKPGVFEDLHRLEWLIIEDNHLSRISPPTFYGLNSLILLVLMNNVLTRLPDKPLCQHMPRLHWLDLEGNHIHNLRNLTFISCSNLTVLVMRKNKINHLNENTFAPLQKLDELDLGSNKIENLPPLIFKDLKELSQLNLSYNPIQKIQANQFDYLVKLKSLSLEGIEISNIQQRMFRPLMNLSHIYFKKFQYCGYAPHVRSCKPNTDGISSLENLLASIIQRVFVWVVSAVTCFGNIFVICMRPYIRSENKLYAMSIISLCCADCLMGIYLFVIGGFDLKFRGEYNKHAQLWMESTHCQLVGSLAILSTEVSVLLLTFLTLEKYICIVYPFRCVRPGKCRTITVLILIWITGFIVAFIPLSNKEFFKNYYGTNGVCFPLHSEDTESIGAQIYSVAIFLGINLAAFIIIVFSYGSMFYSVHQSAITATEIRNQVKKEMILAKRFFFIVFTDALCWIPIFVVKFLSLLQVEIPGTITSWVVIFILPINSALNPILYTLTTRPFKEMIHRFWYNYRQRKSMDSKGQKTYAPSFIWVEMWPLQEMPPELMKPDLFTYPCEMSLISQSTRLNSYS
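Agonist response is measured as cAMP accumulation in an RXFP1-transfected HEK293T line under PDE4 inhibition. Values are scaled between buffer-only and 29 nM porcine relaxin, and EC50s come from standard Hill equation fits.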
RXFP1 antagonist – RXFP1 (human) relaxin receptor antagonism; Q9HBX9; HEK293-RXFP1, relaxin-stimulated cAMP HTRF, 30 min; stronger effect = lower value; activity change, negative = inhibition, % at 57.5 µM; 350,000 tested, 0.59% active; AID 1259400;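 active = activity change of -60% or lower, but not beyond a set lower limit; inconclusive = change between -60% and -40%, or beyond the set limit; inactive = change above -40%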; also: % is scaled to controls: 0 for no effect and ±100 for the full control effect
TRHR PAM – TRH receptor (human) allosteric enhancement | P34981 | TRHR cells, fluo-8 calcium fluorescence, EC20 TRH enhancement | 360,000 tested, 0.66% active | enhancement, % at 2 µM; in the data active = enhancement above about 30%; also: 0% is about no effect
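TRHR-expressing cells loaded with fluo-8 calcium dye were read kinetically (ex 480/em 530) during compound addition, then stimulated with an EC20 of TRH (10 nM final). Enhancement of the Gq-mediated intracellular calcium response was scored.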
D1 agonist – agonists of human D1 dopamine receptor; HEK293 T-REx D1 cells, calcium flux, agonist mode; activation, % at 2 µM; 360,000 tested, 1% active; AID 504660; in the data active = activation above about 30%; also: 0% is about no effect
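Inducible HEK293 T-REx D1 cells, force-coupled to calcium signalling, were plated at 4000 cells/well with tetracycline and held overnight at 30 C. After no-wash calcium dye loading, compound-evoked calcium rise over 180 s flagged agonists.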
D2 PAM – positive allosteric modulators of human D2 dopamine receptor. P14416. HEK293 T-REx D2, calcium flux, EC20 dopamine potentiation. potentiation, % at 10 µM. 340,000 tested, 0.34% active;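 active = potentiation over 3 SD above the plate norm, cut at about 30% in these data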; also: 0% is about no effect
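Primary screen. Calcium kinetics in induced HEK293 T-REx D2 cells: compound pre-addition 180 s, EC20 dopamine, 180 s more.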
* = called active by the depositor. Unless noted, calls follow the shape of the dose curve; as a rule, active = well fitted curve in the direction sought with a large enough effect; inconclusive = small, poorly fitted or top-dose-only effect, or another doubt; inactive = no such curve, though single readings can be large; an effect the other way counts as inactive or inconclusive.

How did O=C(COc1ccccc1)N(Cc1nnc(-c2ccccc2Cl)o1)C1CC1 do in these assays?
TRHR ag: -0.7; D1 antag: -10; D1 potentiator: 1; RXFP1 ag: 3.7%; RXFP1 antagonist: 9; TRHR PAM: -10; D1 agonist: 1; D2 PAM: 2

Results for CCC(C)(C)n1nnnc1C(c1cc(OC)c(OC)c(OC)c1)N1CCN(c2ccccc2)CC1 (stereo not drawn) ?
TRHR ag: -0.4; D1 antag: 10; Anesthetic bind: 0%; D1 potentiator: -4; RXFP1 ag: 3.3%; RXFP1 antagonist: 3; TRHR PAM: -5; D1 agonist: 2; D2 PAM: -2

Results for CCOC(=O)C(CCCCCCP(=O)(c1ccccc1)c1ccccc1)NC(C)=O (stereo not drawn) ?
TRHR ag: 0.0; D1 antag: -5; Anesthetic bind: -8%; D1 potentiator: -1; RXFP1 ag: 7.1%; RXFP1 antagonist: 13; TRHR PAM: 5; D1 agonist: 1; D2 PAM: 7

Results for O=C(CCCCn1c(=O)c2ccccc2n(CC(=O)Nc2ccccc2)c1=O)NCc1ccccc1Cl ?
TRHR ag: -0.9; D1 antag: 8; Anesthetic bind: -8%; D1 potentiator: -2; RXFP1 ag: 0.2%; TRHR PAM: 0; D1 agonist: 15; D2 PAM: 0

Results for CC(C)(C)OC(=O)NC1CNNC1=O (stereo not drawn) ?
TRHR ag: -0.3; D1 antag: -13; D1 potentiator: 0; RXFP1 ag: 0.5%; TRHR PAM: -2; D1 agonist: 2; D2 PAM: -3

Results for Cc1cc(C(=O)CN2CCC(C)CC2)c(C)n1-c1ccccc1F ?
TRHR ag: 0.9; D1 antag: -25; Anesthetic bind: -3%; D1 potentiator: 1; RXFP1 ag: 2.6%; RXFP1 antagonist: 3; TRHR PAM: 8; D1 agonist: 9; D2 PAM: 5

How did COc1ccccc1NC(=O)CSc1ccc2nnc(-c3ccccn3)n2n1 do in these assays?
TRHR ag: 0.7; D1 antag: -9; Anesthetic bind: 2%; D1 potentiator: -9; RXFP1 ag: 6.5%; TRHR PAM: 3; D1 agonist: 2; D2 PAM: -2

Results for Cc1ccc(NC(=O)C2CC(=O)Nc3nncn32)cc1 (stereo not drawn) ?
TRHR ag: 0.0; D1 antag: 4; Anesthetic bind: -4%; D1 potentiator: -8; RXFP1 ag: 0.2%; RXFP1 antagonist: 1; TRHR PAM: -1; D1 agonist: 4; D2 PAM: 6

How did CCC(=O)N1CCc2cc(S(=O)(=O)NCCC(=O)NC3CCCc4ccccc43)ccc21 (stereo not drawn) do in these assays?
TRHR ag: -0.4; D1 antag: -8; Anesthetic bind: -22%; D1 potentiator: -6; RXFP1 ag: -0.1%; RXFP1 antagonist: 14; TRHR PAM: -6; D1 agonist: 1; D2 PAM: -8

How did COCCNC(=O)CCc1c(C)nc2c(c(C)nn2-c2ccc(C)c(C)c2)c1C do in these assays?
TRHR ag: -1.1; D1 antag: -8; Anesthetic bind: -4%; D1 potentiator: 0; RXFP1 ag: 4.3%; RXFP1 antagonist: 4; TRHR PAM: 7; D1 agonist: 0; D2 PAM: -8

How did COc1ccc(NC(=O)c2cc(-c3cc(C)cc(C)c3O)n[nH]2)cc1Cl do in these assays?
TRHR ag: -0.8; D1 antag: -17; Anesthetic bind: -17%; D1 potentiator: -9; RXFP1 ag: 7.2%; RXFP1 antagonist: -24; TRHR PAM: -10; D1 agonist: 7; D2 PAM: 3

What do the screens show for `COc1cccc(N(C(=O)c2snc(C(N)=O)c2N)C(C(=O)NCc2ccccc2)c2ccc(O)cc2)c1` (stereo not drawn)?
TRHR ag: 0.3; D1 antag: 4; Anesthetic bind: 6%; D1 potentiator: -4; RXFP1 ag: 2.9%; RXFP1 antagonist: -14; TRHR PAM: -5; D1 agonist: 2; D2 PAM: 22

What do the screens show for `CCN1CCCc2cc(CN(CCN3CCOCC3)C(=S)Nc3cccc(Cl)c3)ccc21`?
TRHR ag: 0.2; D1 antag: 28; Anesthetic bind: -18%; D1 potentiator: 4; RXFP1 ag: 2.1%; RXFP1 antagonist: -7; TRHR PAM: -2; D1 agonist: 4

What do the screens show for `C=CCOc1ccc(CNCc2cccnc2)cc1`?
TRHR ag: 0.4; D1 antag: -11; Anesthetic bind: -7%; D1 potentiator: -2; RXFP1 ag: -1.4%; RXFP1 antagonist: -4; TRHR PAM: 0; D1 agonist: 7; D2 PAM: -17

What do the screens show for `CC(OC(=O)c1ccc(O)cc1)C(=O)Nc1cc(C(F)(F)F)ccc1Cl` (stereo not drawn)?
TRHR ag: 0.2; D1 antag: -27; Anesthetic bind: 4%; D1 potentiator: -13; RXFP1 ag: 2.4%; RXFP1 antagonist: -28; TRHR PAM: -10; D1 agonist: 8; D2 PAM: -16

What do the screens show for `Cc1noc(C)c1COc1ccccc1C(=O)N(C)CC(=O)Nc1cccc(F)c1`?
TRHR ag: -0.2; D1 antag: 3; D1 potentiator: -1; RXFP1 ag: 0.2%; RXFP1 antagonist: -4; TRHR PAM: -3; D1 agonist: 0; D2 PAM: 3

Results for COc1cc(/C=N/NC(=O)CSc2ccccn2)ccc1O ?
TRHR ag: -0.4; D1 antag: 7; Anesthetic bind: -3%; D1 potentiator: -5; RXFP1 ag: 2.1%; RXFP1 antagonist: 3; TRHR PAM: 8; D1 agonist: 1; D2 PAM: -7

How did Cc1ccccc1CSCCNC(=O)c1ccccc1 do in these assays?
TRHR ag: 0.2; D1 antag: -5; Anesthetic bind: 6%; D1 potentiator: -2; RXFP1 ag: 1.1%; TRHR PAM: -3; D1 agonist: 11; D2 PAM: 5

What do the screens show for `Cc1ccccc1CN(C)C(=O)COC(=O)CSc1ccc([N+](=O)[O-])cc1`?
TRHR ag: -0.1; D1 antag: -33*; D1 potentiator: -5; RXFP1 ag: 2.2%; RXFP1 antagonist: -14; TRHR PAM: 1; D1 agonist: 14; D2 PAM: -3

How did O=C(CN(Cc1ccco1)C(=O)c1ccc(F)cc1F)Nc1ccccc1C(F)(F)F do in these assays?
TRHR ag: -0.3; D1 antag: -1; D1 potentiator: -4; RXFP1 ag: -0.5%; RXFP1 antagonist: 2; TRHR PAM: -6; D1 agonist: 2; D2 PAM: 2

What do the screens show for `O=C(Nc1nnc(SCc2ccccc2)s1)c1cc2c(s1)CCCC2`?
TRHR ag: 1.2; D1 antag: 1; Anesthetic bind: inconclusive; D1 potentiator: -4; RXFP1 ag: 9.0%; RXFP1 antagonist: -4; TRHR PAM: -1; D1 agonist: 2; D2 PAM: 12

Results for O=S(=O)(c1ccc(N2CCOCC2)nc1)N1CCOCC1 ?
TRHR ag: -0.4; D1 antag: -1; Anesthetic bind: -9%; D1 potentiator: -6; RXFP1 ag: -0.2%; RXFP1 antagonist: 0; TRHR PAM: -7; D1 agonist: 6; D2 PAM: 2

Results for CC1(C)CC(NC(=O)c2cc(COc3cccc(C(F)(F)F)c3)on2)CCO1 (stereo not drawn) ?
TRHR ag: 0.1; D1 antag: -9; Anesthetic bind: inconclusive; D1 potentiator: -4; RXFP1 ag: -5.3%; RXFP1 antagonist: 9; TRHR PAM: 0; D1 agonist: 8; D2 PAM: 3

What do the screens show for `O=C(Nc1nccs1)c1cnccn1`?
TRHR ag: 0.6; D1 antag: -5; Anesthetic bind: -6%; D1 potentiator: -2; RXFP1 ag: 1.1%; RXFP1 antagonist: -1; TRHR PAM: 4; D1 agonist: 0; D2 PAM: 10

What do the screens show for `CC(C)[C@H](NS(=O)(=O)c1ccc2c(c1)OCCO2)C(=O)OCC(=O)Nc1cccc(Cl)c1Cl`?
TRHR ag: 0.2; D1 antag: -31*; Anesthetic bind: -14%; D1 potentiator: -5; RXFP1 ag: 2.1%; RXFP1 antagonist: 5; TRHR PAM: 13; D1 agonist: 4; D2 PAM: 1

How did CCOc1ccc(CNS(=O)(=O)c2cc3c(cc2C)NC(=O)CO3)cc1 do in these assays?
TRHR ag: 0.1; D1 antag: -27; Anesthetic bind: -13%; D1 potentiator: 1; RXFP1 ag: -2.3%; RXFP1 antagonist: -2; TRHR PAM: 3; D1 agonist: 3; D2 PAM: 10

What do the screens show for `O=c1[nH]c2ccccc2nc1-c1ccc(Cl)cc1`?
TRHR ag: 0.5; D1 antag: -2; Anesthetic bind: -3%; D1 potentiator: -1; RXFP1 ag: 0.9%; RXFP1 antagonist: -16; TRHR PAM: 2; D1 agonist: 0; D2 PAM: -13

How did COC(=O)c1ccc(COc2c(F)c(F)cc(F)c2F)o1 do in these assays?
TRHR ag: -1.0; D1 antag: 15; Anesthetic bind: -9%; D1 potentiator: 2; RXFP1 ag: -1.6%; RXFP1 antagonist: 4; TRHR PAM: 1; D1 agonist: 0; D2 PAM: 11

What do the screens show for `COc1ccccc1N1CCN(CC(O)COCc2cccs2)CC1` (stereo not drawn)?
TRHR ag: 0.0; D1 antag: -37*; Anesthetic bind: 3%; D1 potentiator: 1; RXFP1 ag: -3.5%; RXFP1 antagonist: 1; TRHR PAM: -4; D1 agonist: 7; D2 PAM: -33

For reference, some entries already given:
What do the screens show for `Cc1noc(C)c1COc1ccccc1C(=O)N(C)CC(=O)Nc1cccc(F)c1`?
TRHR ag: -0.2; D1 antag: 3; D1 potentiator: -1; RXFP1 ag: 0.2%; RXFP1 antagonist: -4; TRHR PAM: -3; D1 agonist: 0; D2 PAM: 3

Results for COc1cc(/C=N/NC(=O)CSc2ccccn2)ccc1O ?
TRHR ag: -0.4; D1 antag: 7; Anesthetic bind: -3%; D1 potentiator: -5; RXFP1 ag: 2.1%; RXFP1 antagonist: 3; TRHR PAM: 8; D1 agonist: 1; D2 PAM: -7

How did Cc1ccccc1CSCCNC(=O)c1ccccc1 do in these assays?
TRHR ag: 0.2; D1 antag: -5; Anesthetic bind: 6%; D1 potentiator: -2; RXFP1 ag: 1.1%; TRHR PAM: -3; D1 agonist: 11; D2 PAM: 5

What do the screens show for `Cc1ccccc1CN(C)C(=O)COC(=O)CSc1ccc([N+](=O)[O-])cc1`?
TRHR ag: -0.1; D1 antag: -33*; D1 potentiator: -5; RXFP1 ag: 2.2%; RXFP1 antagonist: -14; TRHR PAM: 1; D1 agonist: 14; D2 PAM: -3

How did O=C(CN(Cc1ccco1)C(=O)c1ccc(F)cc1F)Nc1ccccc1C(F)(F)F do in these assays?
TRHR ag: -0.3; D1 antag: -1; D1 potentiator: -4; RXFP1 ag: -0.5%; RXFP1 antagonist: 2; TRHR PAM: -6; D1 agonist: 2; D2 PAM: 2

These rows are one share of the data; rates above refer to the full screens.
